Source: PubChem
12-LOX inh: ALOX12 (human) lipoxygenase inhibition; AID 1671190; purified 12hLO, xylenol orange hydroperoxide absorbance; Potency, µM (top dose mostly 108 µM), for inactives: at the top dose activity change, negative = inhibition, usual class: inhibitors; 1.1% of 580,000 active; active means well fitted inhibition curve with a large enough effect; inconclusive means small, poorly fitted or top-dose-only effect, or another doubt; inactive means no such curve, though single readings can be large or run the other way
Target sequence (P18054 whole entry, looked up): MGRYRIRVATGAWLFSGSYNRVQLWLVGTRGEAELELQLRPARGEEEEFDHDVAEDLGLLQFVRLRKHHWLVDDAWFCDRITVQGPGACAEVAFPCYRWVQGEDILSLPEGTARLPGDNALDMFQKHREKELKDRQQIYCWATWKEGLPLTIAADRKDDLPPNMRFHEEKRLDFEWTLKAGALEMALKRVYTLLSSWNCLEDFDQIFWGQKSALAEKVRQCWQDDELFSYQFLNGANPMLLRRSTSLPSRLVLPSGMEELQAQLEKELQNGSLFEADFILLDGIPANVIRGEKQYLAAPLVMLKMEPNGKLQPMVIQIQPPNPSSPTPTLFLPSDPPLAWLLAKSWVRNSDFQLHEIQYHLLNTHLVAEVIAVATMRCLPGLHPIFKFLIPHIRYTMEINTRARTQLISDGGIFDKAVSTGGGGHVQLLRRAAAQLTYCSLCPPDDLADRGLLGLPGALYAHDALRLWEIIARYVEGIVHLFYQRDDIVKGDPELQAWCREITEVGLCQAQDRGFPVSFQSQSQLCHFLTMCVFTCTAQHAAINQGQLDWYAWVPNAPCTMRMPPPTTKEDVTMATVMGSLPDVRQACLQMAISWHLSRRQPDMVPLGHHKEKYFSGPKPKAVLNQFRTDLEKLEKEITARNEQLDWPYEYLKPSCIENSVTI
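Purified human 12hLO at 150 nM in 25 mM Hepes, 0.01% Triton X-100, pH 7.0, preincubated 15 min at room temperature with compound. Reaction started with 40 uM arachidonic acid, 30 min at room temperature. Hydroperoxide measured by Fe-xylenol orange, 573/405 nm absorbance ratio.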
* hit, by the source's call; ? = inconclusive; [ ] = another dose, or the depositor's remark. On the % scale 0 is the no-effect control and ±100 the full control effect; potency means the concentration at half of the fitted maximal effect. Some of the compounds tested, so the mix of outcomes need not match the whole.

SMILES | 12-LOX inh
COc1ccc(-c2cc(N3CCCC(NC(=O)c4cccn4C)C3)n[nH]2)cc1 (stereo not drawn) | 55.2%[activator]
CN1CC(=O)N(C2CCCC2)Cc2c(NCc3ccc(F)cc3)ncnc21 | 15.3%
CSc1ccccc1C(=O)NCc1nc(-c2cccc(NC(=O)c3ccoc3C)c2)oc1C | ?
COC(=O)[C@H](NC(=O)C1=C[C@@H](NC(=O)Nc2cccc(F)c2)[C@@H](O)[C@H](O)C1)C(C)C | 16.5%[176 µM]
CC(C)CNC(=O)NC1CCN(C(=O)N2CC3CC(C2)[C@H]2CCCC(=O)N2C3)CC1 (stereo partly drawn) | 7.1%
O=C1NCC2(CCCN(C(=O)c3cn[nH]c3-n3cnnn3)C2)O1 (stereo not drawn) | 58.7%[activator]
CCN(Cc1ccccc1)c1ccc(/C=N/NS(=O)(=O)c2cc(C)ccc2C)cc1 | ?
Cc1ccc(-c2ncc(C(=O)NCC3CCCCC3)c(-c3ccncc3)n2)cc1 | 38.8%[activator]
O=C(Nc1cc2c(cc1C(=O)c1ccc(Br)cc1)OCCO2)c1cccc(F)c1 | -22.6%
CC(=O)Nc1c(-c2ccc(C)cc2)c(C)nn1-c1ccc(C(=O)NCc2ccco2)cc1 | ?
O=C(c1cc2ccccc2oc1=O)N1CCSC1c1ccccc1 (stereo not drawn) | 23.8%
CCOC(=O)c1ccc(Nc2nc3ccccc3nc2NS(=O)(=O)c2cc(C)ccc2C)cc1 | -5.3%
COc1ccccc1N1CCN([C@@H]2[C@H](O)[C@H](CO)O[C@@H]2CNC(=O)c2ccccc2)CC1 | 22.4µM*
COC(=O)C1=C(C)N(Cc2ccc(F)cc2)C(=S)NC1c1cccc(Cl)c1 (stereo not drawn) | 39.8µM*
COc1ccccc1CCC(=O)N1C[C@@H](CO)[C@H](N(C)C)C1 | 27.8%
CCOCCCNC(=O)c1cc2cc(S(=O)(=O)N(C)C)ccc2n1CC | 1.3%
O=C1NC(=NC2CCCC2)C2(CCN(Cc3ccsc3)CC2)N1c1cc(F)cc(F)c1 | 14.1%[6.33 µM]
COC(=O)c1cc2c(C(F)(F)F)cc(-c3ccccc3)nc2s1 | -1.1%
Cn1ncc(N2CCC(CNC(=O)c3ccc(F)cc3Cl)C2)cc1=O (stereo not drawn) | 27.8%
CCCCc1nc(C)cc(NCCNC(=O)C2CC3(CCNCC3)CN2)n1 (stereo not drawn) | 111.8%[activator]

Fetched by compound from the entries so far:
SMILES | 12-LOX inh
O=C1NCC2(CCCN(C(=O)c3cn[nH]c3-n3cnnn3)C2)O1 (stereo not drawn) | 58.7%[activator]
COc1ccccc1CCC(=O)N1C[C@@H](CO)[C@H](N(C)C)C1 | 27.8%
CCOC(=O)c1ccc(Nc2nc3ccccc3nc2NS(=O)(=O)c2cc(C)ccc2C)cc1 | -5.3%
COC(=O)C1=C(C)N(Cc2ccc(F)cc2)C(=S)NC1c1cccc(Cl)c1 (stereo not drawn) | 39.8µM*
CN1CC(=O)N(C2CCCC2)Cc2c(NCc3ccc(F)cc3)ncnc21 | 15.3%
Cn1ncc(N2CCC(CNC(=O)c3ccc(F)cc3Cl)C2)cc1=O (stereo not drawn) | 27.8%
O=C(c1cc2ccccc2oc1=O)N1CCSC1c1ccccc1 (stereo not drawn) | 23.8%

Other structures.
SMILES | 12-LOX inh
CCOC(=O)c1cccc(NC(=O)O[C@@H]2CO[C@H]3[C@@H]2OC[C@@H]3NS(=O)(=O)c2cc(OC)ccc2OC)c1 | 11.6%
CCC(=O)NCCC1CCN(C(=O)Nc2cc(F)ccc2F)CC1 | 19.5%
Cc1ccc(NS(=O)(=O)c2ccc(C(=O)NCC3CCCO3)cc2)cc1C (stereo not drawn) | -11.7%
O=C(Cc1c[nH]c2ncc(-c3ccoc3)cc12)N1CCOCC1 | 2.6%[176 µM]
Cc1ccc(-c2noc(-c3cccn3CC(=O)N3CCC(C)CC3)n2)cc1 | 9.7%
N=C(N)c1cc(Cl)cc([N+](=O)[O-])c1 | -61.7%
CC1CCC(NC(=O)CN2CCN(c3cccc(F)c3C#N)CC2)CC1 (stereo not drawn) | -22.8%
O=C(NCc1ccc(F)cc1)c1cc2cc(Cl)ccc2[nH]1 | -21.9%
CCC(CC)CN1CCC2(CC1)CC1C(=O)N(CC)C(=O)N1C2 (stereo not drawn) | 14.8%
NC(=O)[C@H](Cc1ccc(O)cc1)NC(=O)C1=C[C@@H](NC(=O)c2ccc(F)c(Cl)c2)[C@@H](O)[C@H](O)C1 | -1.0%

Of the compounds above, three contain a furan ring, fused or not.
SMILES | 12-LOX inh
CSc1ccccc1C(=O)NCc1nc(-c2cccc(NC(=O)c3ccoc3C)c2)oc1C | ?
CC(=O)Nc1c(-c2ccc(C)cc2)c(C)nn1-c1ccc(C(=O)NCc2ccco2)cc1 | ?
O=C(Cc1c[nH]c2ncc(-c3ccoc3)cc12)N1CCOCC1 | 2.6%[176 µM]

(more compounds)
SMILES | 12-LOX inh
O=C1N(CC2CCC2)CCCC12CCN(S(=O)(=O)N1CCOCC1)C2 (stereo not drawn) | 71.1%[activator]
CC(C(=O)NCc1cccs1)N1CCC(O)CC1 (stereo not drawn) | ?
O=C(NCc1ccco1)C1CC(c2ccccc2)CN(C(=O)Nc2ccc(Cl)cc2)C1 (stereo not drawn) | -7.1%
CCCCCCCC1(C)NC(=O)N(Cc2coc(-c3ccccc3)n2)C1=O (stereo not drawn) | -2.4%
COCc1nnc2n1CCC(NS(=O)(=O)c1ccc3c(c1)CCC3)CC2 (stereo not drawn) | 22.6%
O=C1CCc2cc(OC(=O)c3ccc4c(c3)NC(=O)CS4)ccc2N1 | 0.2%
COc1cccc2c1OCC(CNC(=O)c1sc(C)nc1C)C2 (stereo not drawn) | 4.9%
N#Cc1c(N)n[nH]c1CCCCCNC(=O)Cc1ccc(-c2ccccc2)cc1 | 35.0%[activator]
CCOC(=O)C(O)(c1c(C)[nH]c2ccccc12)C(F)(F)F (stereo not drawn) | ?
COc1ccccc1N1CCN(C(=O)c2c(OC)cc(=O)n3c2CCCC3)CC1 | 32.9%
O=C(CCc1ncc(-c2ccc(F)cc2)o1)N1CCN(S(=O)(=O)c2ccc(F)cc2)CC1 | 6.4%
O=C(c1ccc(C(F)(F)F)cc1)N1CCC(N2CCCS2(=O)=O)CC1 | -5.2%[6.33 µM]
Cc1cccc(OCC2(CNCc3c(C)noc3C)C[C@@H](O)[C@@H](O)C2)n1 (stereo partly drawn) | 31.6µM*
O=C(c1ccc(Cl)cc1)N1CCn2c(nn(-c3ccc([N+](=O)[O-])cc3)c2=O)C1 | ?
COCc1cccc(C(=O)NCc2ccc(C)cc2)c1 | 13.5%
COCCNC(=O)c1cc(-c2ccccc2Oc2ccccc2)cc2ncn(C)c12 | 8.1%[176 µM]
CN1CCCC2(CCN(C(=O)c3cccc(N4CCCC4=O)c3)C2)C1=O (stereo not drawn) | 28.6%
OCc1cc2n(n1)CCCN(Cc1cccc(OCc3ccccn3)c1)C2 | 44.8%
CCOC(=O)Nc1cc(=O)c([N+](=O)[O-])c(N)[nH]1 | -1.7%
COc1ccc(N2CC(c3noc(-c4cc(F)ccc4F)n3)CC2=O)cc1 (stereo not drawn) | 23.9%
O=C1CC(c2ccccc2)N(C(=O)CNC(=O)NC2CCCCC2)CCCCCCN1 (stereo not drawn) | 35.8%
Cc1ccc(C(=O)N2CCCC3(C2)NC(=O)N(Cc2ccc(Cl)cc2)C3=O)cc1 (stereo not drawn) | -4.4%
O=C(O)CC1(CC(=O)N[C@H]2CO[C@H]3[C@@H]2OC[C@@H]3n2nnnc2Oc2cccc(N3CCOCC3)c2)CCCC1 | 16.7%
CCN(CC)C(=O)C[C@@H]1c2nc(NC(=O)N3CCOCC3)sc2C[C@@H]2[C@](C)(CO)[C@H](O)CC[C@]21C | -6.2%
Cc1ccc(NS(=O)(=O)c2ccc(C(=O)OCC(=O)c3ccc[nH]3)cc2)cc1 | ?
CC(C)(C)c1noc(Cn2cnc3ccc(Cl)cc3c2=O)n1 | -16.0%
Cc1cn2nc(C(=O)NCC(C)C)cc2c(N2CCCC2)n1 | -7.2%
Cc1ncccc1C(=O)N1CCC(Oc2cnc3c(ccn3-c3cncnc3)c2)CC1 | 14.1%[176 µM]
Cc1ccc2nc(CO[C@H]3CN(c4ccc(C#N)cn4)C[C@H]3F)[nH]c2c1 | 14.1µM*
Cc1nc(-c2ccc(Cl)cc2)n(Cc2cccc(C(F)(F)F)c2)c(=O)c1CCO | -4.0%
NC(N)=Nc1nc(=O)c2ccccc2s1 | ?
CCCS(=O)(=O)N1CC(c2nc(CCOc3cccc(C)c3)no2)C1 | 32.4%
CC(Cn1cccn1)NC(=O)c1cc(Cl)c2c(c1)OCO2 (stereo not drawn) | -1.5%
Cc1ccc(C(=O)N2CCc3sc(C(=O)NCc4ccc(C)o4)cc3C2)cc1 | -5.2%
O=C(Cc1c[nH]c2ncc(-c3cccc(F)c3)cc12)NCc1cccnc1 | 0.8%[176 µM]
CCCNC(=O)NC(=O)CN(Cc1ccco1)C1CC1 | 42.7%
Cn1c(=O)c2c(nc(NCc3ccc4c(c3)OCO4)n2Cc2cccc(Br)c2)n(C)c1=O | 3.0%
CS(=O)(=O)Nc1ccc(C2(C(=O)NCc3ccc(F)c(Cl)c3)CCCCC2)cc1 | 4.0%
O=[S+]1([O-])NC2(CCN(Cc3ccc(F)cc3)CC2)CNc2ccccc21 | -13.8%
CC(C(=O)Nc1ccccc1F)N(C)Cc1ccc2c(c1)OCCO2 (stereo not drawn) | 2.8%
CCCCCCCCOc1ccc(OC(=O)c2ccncc2)cc1 | 19.7%
O=C(Nc1cccc(F)c1)N1C[C@@H]2C[C@H](C1)c1c(-c3cc4ccccc4s3)ccc(=O)n1C2 | 1.4%
COCC1CN(C(=O)Cc2ccc(S(C)(=O)=O)cc2)CC12CCNCC2 (stereo not drawn) | 12.8%
CCn1cc(S(=O)(=O)N2CCCC(Cc3noc(-c4cccnc4)n3)C2)cn1 (stereo not drawn) | 5.7%
N#CCCNC(=O)COC(=O)c1ccccc1-c1ncc(-c2ccc(F)cc2)o1 | -7.4%
COc1ccc(CN2C=C(C(=O)OCc3noc(-c4ccc(OC)cc4)n3)C(C)=NS2(=O)=O)cc1 | 20.7%
Cc1ccc(CNC(=O)N2CCC(c3noc(-c4cccnc4)n3)C2)cc1 (stereo not drawn) | 41.5%[activator]
N#Cc1nc(Cc2ccccc2)oc1N1CCCCC1 | -22.0%
OC1(c2ccc3c(c2)CN(Cc2nccs2)CCO3)CCN(c2ccccc2F)CC1 | 16.3%
COCc1cn([C@H]2CO[C@H]3[C@@H]2OC[C@@H]3NC(=O)c2ccc(C(F)(F)F)cc2)nn1 | 14.9%[176 µM]
Carrying on.
SMILES | 12-LOX inh
O=C1CCCC2=C1C(c1ccccc1F)Nc1nonc1N2 (stereo not drawn) | ?
CCCCCCCOC(=O)c1c(C)oc2c1cc(NS(=O)(=O)c1cccs1)c1ccccc12 | ?
COc1ccc(Sc2cccc(Cl)c2)c(C(=O)O)c1 | ?
CC(CCNC(=O)c1cc(S(N)(=O)=O)ccc1F)N1CCN(C)CC1 (stereo not drawn) | ?
CC(=O)Nc1ccc(C(=O)N2CCCC(c3nc(C)ncc3-c3cccc(C)c3)C2)cc1 (stereo not drawn) | 10.2%
CCCCCCCCCCS(=O)(=O)CCSC(=N)N | ?
Cc1ccc(-c2cn3c(n2)CO[C@@H](CNCc2ccc(Cl)cc2)C3)cc1 | 12.6µM*
Cc1ccc(Nc2nc3ccccc3nc2NS(=O)(=O)c2ccccc2)cc1F | -17.8%
CC(C)COc1cccc(C(=O)Nc2cccc(C(F)(F)F)c2)c1 | ?
CC1CCC2(CC1)NC(=O)N(CC(=O)NC1CCCCC1)C2=O (stereo not drawn) | 31.6%
COCc1c(C(=O)NC2CCCC2)cnn1-c1nccc(-c2cc(C)sc2C)n1 | 2.2%
COC(=O)c1[nH]nc2c1C(c1ccc(OC)c(OC)c1Cl)CC(=O)N2 (stereo not drawn) | 2.2%
CCOCCCNC(=O)c1cc2cc(Cl)ccc2nc1C | 22.9%
COc1ccc(NC(=O)Cn2cccc2-c2nc(-c3ccc4c(c3)OCO4)no2)cc1 | -9.4%
Cc1noc(C)c1CCC(=O)N1CCCC(CCc2cccc(F)c2)C1 (stereo not drawn) | 0.0%
CCN1CCN(CC(=O)NCc2ccc3[nH]c(-c4ccc(F)cc4)c(C)c3c2)CC1 | 13.9%
O=C(NCCCc1ccccc1)c1cccc2c1CCN2C(=O)C1CC1 | 29.6%
CC(C)CN1C(=O)c2cccn2CC1C(=O)NCc1ccc(Cl)cc1 (stereo not drawn) | -10.4%
CCOC(=O)c1scc(-c2ccccc2)c1S(=O)(=O)Nc1cc(C)cc(C)c1 | ?
CC(C)(CNC(=O)c1cnn(-c2nccc(-c3ccccc3F)n2)c1C1CC1)N1CCOCC1 | 2.7%
O=C(c1ccc2c(c1)OCO2)N1CCC2(CC1)NC(=O)N(c1ccc(F)cc1)N2 | ?
COc1ccc(C(=O)N2CCC(n3cc(-c4nc(C)no4)nn3)C2)cc1OC (stereo not drawn) | 6.9%
CC(=O)N(C1CC1)C1CCOC2(CCN(C(=O)Nc3ccccc3F)CC2)C1 (stereo not drawn) | 30.1%[activator]
O=C(Cc1ccc2c(c1)OCO2)N[C@H]1[C@@H]2CCO[C@@H]2[C@@H]1C1CCCC1 | -21.9%
Cc1ccc(OCCOc2cccc(/C=C(/C#N)c3ccccc3)c2)cc1 | 7.2%
CN(C)c1cccc(Oc2nnnn2[C@H]2CO[C@H]3[C@@H]2OC[C@@H]3NC(=O)c2cncnc2)c1 | -7.0%
O=C(CCc1c[nH]c2ccccc12)Nc1ccccc1 | -8.3%
